Source: PubChem
TRPV1 ag: human TRPV1 agonism. actives 0.19% (n = 320,000). activation, % at 8.33 µM. TRPV1-expressing cells, Fluo-8 calcium influx, agonist mode; in the data active = activation above about 80%; inconclusive = between about 30% and that limit; also: 0% is about no effect
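Fluo-8 calcium influx in TRPV1-expressing cells, kinetic read (ex 480/em 520 nm). Compound added and read 3 min for agonist activity, followed by capsaicin at EC20 final and 2 min further read for enhancement.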
FLuc counter: firefly luciferase modulation, counter-screen for miR-21 project | P08659 | purified FLuc, Km substrates, luminescence inhibition | Potency, µM (titrated, usually from 57.5 µM), without a hit: at the highest dose activity change, negative = inhibition, hits mostly inhibitors | actives 6.9% (n = 360,000) | AID 588342;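 also: potency is read from the fitted curve at half-maximal effect; plate controls were vehicle for no effect and reference inhibitor for full effect; nearly all actives have a fitted effect of over 55% in size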
Target sequence (P08659 whole entry, looked up): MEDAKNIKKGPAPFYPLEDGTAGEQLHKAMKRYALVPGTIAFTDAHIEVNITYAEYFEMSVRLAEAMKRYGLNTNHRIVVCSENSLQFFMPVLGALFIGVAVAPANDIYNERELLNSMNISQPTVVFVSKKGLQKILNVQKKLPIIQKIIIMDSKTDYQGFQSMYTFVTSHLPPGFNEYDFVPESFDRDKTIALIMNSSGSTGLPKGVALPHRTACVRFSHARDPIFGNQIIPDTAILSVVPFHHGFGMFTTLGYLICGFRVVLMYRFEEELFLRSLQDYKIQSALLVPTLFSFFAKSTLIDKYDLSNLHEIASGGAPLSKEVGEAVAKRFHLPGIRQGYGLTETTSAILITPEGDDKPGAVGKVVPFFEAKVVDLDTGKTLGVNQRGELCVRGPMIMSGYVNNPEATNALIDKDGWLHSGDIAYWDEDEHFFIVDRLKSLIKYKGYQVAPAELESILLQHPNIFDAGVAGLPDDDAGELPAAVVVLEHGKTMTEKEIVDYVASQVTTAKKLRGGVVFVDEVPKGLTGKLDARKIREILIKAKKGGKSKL
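Purified P. pyralis luciferase, 10 nM final, with Km-level 10 uM D-luciferin and 10 uM ATP in 50 mM Tris acetate pH 7.5, 10 mM Mg acetate, 0.01% Tween-20, 0.05% BSA; 6-point qHTS titration about 60 µM downward; luminescence read.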
p53 reactivator: restores transcriptional activity of mutant p53 | H1299 p53-A138V BP100-luciferase reporter, luminescence, 24 h | Potency, µM (series often up to 92.2 µM), for the others: at the top dose activity change, positive = activation, usual class: activators | actives 0.063% (n = 320,000) | AID 504706; also: potency is read from the fitted curve at half-maximal effect; % of control where 0% means no effect; nearly all actives have a fitted effect of over 45% in size
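H1299 (p53-null), stable ts p53-A138V + BP100-Luc; 1000 cells/well, Opti-MEM/10% FBS; cpd 4 pt, 1:5; 24 h, 37 deg C, 5% CO2; detection reagent 10 min RT; luminescence.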
NPC1 prom act: NPC1 promoter activation; Huh7 NPC1 promoter luciferase reporter, 24 h; Potency, µM (top dose mostly 9.22 µM), without a hit: at the highest dose activation, most hits filed as activators; actives 2.4% (n = 320,000); AID 485313;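 also: potency is read from the fitted curve at half-maximal effect; % of control where 0% means no effect; nearly all actives have a fitted effect of over 60% in size; reporter is driven by a mutant NPC1 promoter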
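Huh7 cells stably carrying NPC1 promoter–luciferase, plated in Opti-MEM with 10% FBS for 2 h, were exposed to compound in DMSO for 24 h at 37 °C; luciferase reagent was added for 10 min and luminescence read.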
Rab9 prom act: activates the Rab9 promoter; Huh7 Rab9 promoter-luciferase reporter, luminescence, 24 h; Potency, µM (top dose mostly 9.22 µM), for the others: at the top dose activation, negative = inhibition, actives largely listed as activators; actives 2.8% (n = 320,000); AID 485297; also: potency is read from the fitted curve at half-maximal effect; % of control where 0% means no effect; nearly all actives have a fitted effect of over 60% in size
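Luciferase signal after 10 min detection reagent at ambient indicates Rab9 promoter upregulation; stably transfected Huh7 cells were treated 24 h with compound in DMSO at 37 °C, 5% CO2.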
BRCA1 expr up: activators of BRCA1 expression; MCF7-BRCA1-FFLuc reporter, luminescence, 48 h; response scale: scaled: vehicle 0%, 10 µM genistein 100%; Potency, µM (titrated, usually from 46.1 µM), for the others: top-dose activation, most hits filed as activators; actives 1.1% (n = 380,000); also: potency is read from the fitted curve at half-maximal effect; nearly all actives have a fitted effect of over 80% in size; some results filed as inactive show a strong effect at the top dose
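48 h compound treatment of MCF7-BRCA1-FFLuc cells (phenol-red free MEM, 37 °C), then 15 min with luciferase substrate and luminescence imaging.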
Gal4-VP16 FLuc: counter-screen for ROR gamma inhibitors: Gal4-VP16 reporter | actives 3.5% (n = 310,000) | Potency, µM (titrated, usually from 53.6 µM), without a hit: at the highest dose activity, negative = inhibition, most hits filed as inhibitors | Drosophila S2 Gal4-VP16 UAS-luciferase, luminescence, 20 h;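 also: Gal4-VP16 expression switched on by copper sulfate through the metallothionein promoter; potency is read from the fitted curve at half-maximal effect; % is scaled to controls: 0 for no effect and ±100 for the full control effect; nearly all actives have a fitted effect of over 50% in size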
Tb PFK inh: inhibitors of T. brucei phosphofructokinase; O15648; T. brucei PFK, ADP-Glo luminescence; Potency, µM (doses to about 57.5 µM), inactives show at the top dose activity, negative = inhibition, hits mostly inhibitors; AID 485367; actives 0.17% (n = 330,000);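 also: potency is read from the fitted curve at half-maximal effect; 0% = uninhibited 1x PFK enzyme wells and -100% = no-enzyme wells; nearly all actives have a fitted effect of over 60% in size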
Target sequence (O15648 whole entry, looked up): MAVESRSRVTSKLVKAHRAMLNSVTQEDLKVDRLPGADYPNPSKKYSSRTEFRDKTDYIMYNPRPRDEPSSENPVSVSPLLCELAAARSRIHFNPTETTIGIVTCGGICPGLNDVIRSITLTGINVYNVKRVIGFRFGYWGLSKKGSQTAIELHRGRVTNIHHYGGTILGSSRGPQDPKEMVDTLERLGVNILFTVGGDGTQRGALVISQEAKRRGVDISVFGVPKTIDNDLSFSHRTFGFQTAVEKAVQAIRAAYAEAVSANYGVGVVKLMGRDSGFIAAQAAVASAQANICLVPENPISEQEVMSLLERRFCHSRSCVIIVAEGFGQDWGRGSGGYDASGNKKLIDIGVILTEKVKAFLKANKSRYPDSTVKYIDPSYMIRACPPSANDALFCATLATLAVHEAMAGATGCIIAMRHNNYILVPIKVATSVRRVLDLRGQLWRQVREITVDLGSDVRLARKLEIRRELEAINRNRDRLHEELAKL
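PFK 1.25 nM, F6P 0.5 mM, ATP 0.1 mM, 0.1 M TEA pH 8.0, 5 mM MgCl2, 0.01% Tween20, 0.1% BSA; 45 min RT. ADP-Glo readout. qHTS titration up to 57 uM; curves fitted, compounds curve-classed.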
ELG1 repair inh: blocks ELG1-dependent DNA repair in HEK293T cells | actives 2.3% (n = 330,000) | HEK293T ELG1-luciferase reporter, luminescence, 16 h; DNA damage induced by 5-fluorouridine | Potency, µM (series often up to 46.1 µM), for the others: at the top dose activity change, negative = inhibition, usual class: inhibitors; also: potency is read from the fitted curve at half-maximal effect; % is scaled to controls: 0 for no effect and ±100 for the full control effect; nearly all actives have a fitted effect of over 55% in size
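Reporter activity after DNA damage by 5-fluorouridine is monitored. Compound-treated cells incubate 16 hr at 37 °C, then ONE-Glo is added for 30 min before luminescence reading.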
ELG1 genotoxic: induces genotoxicity in HEK293T cells with luciferase-tagged ELG1. HEK293T ELG1-luciferase reporter, luminescence, 16 h. Potency, µM (titrated, usually from 46 µM), inactives show top-dose activity change, positive = activation, actives largely listed as activators. actives 1.3% (n = 330,000); also: potency is read from the fitted curve at half-maximal effect; % of control where 0% means no effect; nearly all actives have a fitted effect of over 60% in size
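DMSO vehicle served as control against compound-treated ELG1-luciferase HEK293T cells; exposure lasted 16 hr at 37 °C and 5% CO2, followed by ONE-Glo luminescence detection after 30 min.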
RORgamma inh: ROR gamma (mouse) transcription inhibition; Drosophila S2 Gal4-RORgamma UAS-luciferase reporter, 20 h; Potency, µM (top dose mostly 53.6 µM), inactives show top-dose activity change, negative = inhibition, most hits filed as inhibitors; actives 5.4% (n = 310,000); also: potency is read from the fitted curve at half-maximal effect; % is scaled to controls: 0 for no effect and ±100 for the full control effect; nearly all actives have a fitted effect of over 60% in size
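Compounds are pin-transferred onto Drosophila Schneider cells expressing a copper-inducible Gal4–ROR gamma transactivation domain fusion. After 1 hr, copper sulfate is added to 700 uM final; luciferase is read 20 hr later.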
* marks the source's active call; other numbers are inactive results; ? = inconclusive; . = not tested or not shown; & = joins results of further samples; [ ] = remark or other dose. Unless noted, calls follow the shape of the dose curve; as a rule, active = well fitted curve in the direction sought with a large enough effect; inconclusive = small, poorly fitted or top-dose-only effect, or another doubt; inactive = no such curve, though single readings can be large; an effect the other way counts as inactive or inconclusive. An unsorted share of the library. About 15% of those tested had a hit in this group.

SMILES	TRPV1 ag	FLuc counter	p53 reactivator	NPC1 prom act	Rab9 prom act	BRCA1 expr up	Gal4-VP16 FLuc	Tb PFK inh	ELG1 repair inh	ELG1 genotoxic	RORgamma inh
CCc1cccc(CC)c1NC(=S)NCCc1c(C)[nH]c2ccc(C)cc12	16	4%	8%	-15%	-21%	-59%	5µM*	2%	?	-6%	3.2µM*
CCCn1c(CN2CCCCC2C)nc2c1c(=O)n(C)c(=O)n2C (centres undefined)	-4	-2%	-3%	-3%	-10%	3%	-7%	0%	-14%	16%	-1%
COc1ccccc1N1CCN(C(=O)C2CCCN(S(=O)(=O)c3ccc4c(c3)oc(=O)n4C)C2)CC1 (centres undefined)	8	0%&-1%	23%	-14%	-22%	-20%	?	0%	?	-9%[9.26 µM]	15%
CCOc1ccc2c(c1)-c1c(ssc1=S)C(C)(C)N2C(=O)CSC1=NCCS1	-2	0%	3%	-2%	1%	-47%	7%	-18%	-4%	-2%	3.2µM*
Cc1nc2ccccn2c1C(=O)NCc1ccc2c(c1)OCO2	2	5%	7%	-7%	1%	-36%	?	3%	16µM*	1%	?
CCOC(=O)C1CSC(CC(=O)Nc2ccc(Cl)cc2)C(=O)N1 (centres undefined)	2	2%	?	-2%	-10%	23%	5%	-3%	-5%	-2%	19%
CC1=CC(C)(C)[N+](C)=CN1c1ccccc1	3	-1%	13%	-1%	0%	-11%	0%	7%	-8%	-3%	-9%
COc1cccc(-c2ncc3ccccc3c2COC(=O)N2CCOCC2)c1	8	?	11%	0%	1%	7%	.	-2%	?	-4%	.
Nc1c(C(=O)Nc2ccc(Cl)c(C(=O)O)c2)sc2nc3c(cc12)CCCC3	-3	2.7µM*	28%	?	?	4%	-19%	?	?	16%	?
O=C(Nc1ccc2c(c1)OCO2)[C@@H]1CCCN1S(=O)(=O)c1cccc2cccnc12	7	0%	-10%	-2%	-7%	-16%	.	-6%	-4%	1%	.
O=C(COC(=O)c1ccccc1SCC(=O)N1CCCC1)Nc1ccccc1	1	?	-1%	21%	16%	2%	-6%	2%	-1%	-7%	19%
O=C(O)c1ccc2nc(C(F)(F)F)[nH]c2c1	0	5%	-7%	-2%	1%	-5%[1.84 µM]	-8%	0%	?	-1%	-4%
CCc1ccc(NC(=S)N(CCN2CCOCC2)Cc2ccccc2F)cc1	19	3%	5%	2%	-1%	-40%	?	0%	?	5%	14µM*
Nc1cccc(-n2cccc2)c1	0	-9%	-2%	-3%	-3%	13%	6%	3%	0%	1%	16%
Cc1nn(-c2ccccc2)c(/N=C/c2ccccc2O)c1-c1ccccc1	-9	-15%	?	2.2µM*	2.8µM*	13µM*	-4%	0%	?	?	17%[10 µM]
O=C(CN1CCN(c2ccccc2F)CC1)NC(=O)NC1CCCCC1	.	.	-5%	.	.	-5%	.	-13%	-1%	-2%	.
COc1ccc(C(CNC(=O)CN2C(=O)NC3(CC(C)CC(C)(C)C3)C2=O)N2CCOCC2)cc1 (centres undefined)	4	2%	2%	1%	-2%	5%	1%	-2%	0%	-3%	-2%
CN1C2CCC1CC(NC(=O)CSc1ccc(C(C)(C)C)cc1)C2 (centres undefined)	9	4%	-2%	2%	1%	-9%	2%	7%	14%	-1%	23%
CC(Sc1nnc(N)s1)C(=O)NNC(=O)c1cccc(Cl)c1 (centres undefined)	.	.	13%	.	.	1%	.	3%	9%	3%	.
O=C(c1cccs1)N1N=C(c2ccccc2)CC1c1ccccc1O (centres undefined)	5	-2%	4%	-1%	1%	-39%	-18%	4%	6%	0%	-23%
COc1ccc(NC(=O)CN(C)C(=O)c2c(-c3ccccc3Cl)noc2C)cc1	17	0%	-6%	-4%	0%	-4%	.	5%	-12%	0%	.
CCOC(=O)CSc1nnc(CSc2nc3sc4c(c3c(=O)[nH]2)CCCC4)n1-c1ccccc1	8	-10%	1%	-3%	1%	12%	7%	3%	10%	0%	5%
O=C(OCC(=O)N1CCc2ccccc21)c1ccc[n+]([O-])c1	5	5%	-4%	0%	4%	-14%	3%	1%	5%	-1%	4%
COC(=O)C1=C(C)N(CCc2ccc(OC)cc2)C(=O)C1	0	1%	-2%	-1%	4%	6%	9%	5%	?	-7%	-30%
CC(C)(C)C(=O)Cn1nc(Cl)nc1Cl	11	-6%	-3%	0%	-5%	-1%	4%	-1%	-3%	0%	-22%
CC(C)CCSc1nc2c(c(=O)[nH]c(=O)n2C)n1CCCc1ccccc1	-3	-3%	-2%	-2%	3%	-45%	-49%	-25%	?	-5%	12%
O=C(c1ccc(Cl)c(Cl)c1)N1CCCC1	-2	1%	-3%	8%	-2%	2%	1%	0%	5%	0%	5%
CCC(C)Sc1ccc([C@H]2N[C@@](CC(C)C)(C(=O)OC)[C@H]3C(=O)N(C)C(=O)[C@@H]23)cc1 (some centres undefined)	28	2%	-12%	-1%	1%	-23%	.	-6%	-14%	-2%	.
O=C(NCc1ccccc1)N(Cc1cc2cc3c(cc2[nH]c1=O)OCO3)CC1CCCO1 (centres undefined)	-2	2%	-3%	-1%	6%	-36%	-6%	-3%	?	14%	28%
COc1cc2c(cc1OC)C(c1ccccc1C(F)(F)F)CC(=O)N2 (centres undefined)	16	-1%	.	0%	4%	-26%	7%	6%	-3%	5%	?

Quoted from the listing.
Entry for O=C(c1ccc(Cl)c(Cl)c1)N1CCCC1 under ELG1 repair inh: 5%
Entry for O=C(OCC(=O)N1CCc2ccccc21)c1ccc[n+]([O-])c1 under BRCA1 expr up: -14%

The results go on.
SMILES	TRPV1 ag	FLuc counter	p53 reactivator	NPC1 prom act	Rab9 prom act	BRCA1 expr up	Gal4-VP16 FLuc	Tb PFK inh	ELG1 repair inh	ELG1 genotoxic	RORgamma inh
OC(c1ccccc1)(C1CCCCC1)C(CN1CCOCC1)c1ccccc1 (centres undefined)	?	1%	7%	-6%	0%[1.84 µM]	-64%	-8%	5%	-8%	-9%	?
Cn1c(=O)c(C(=O)CSc2nnc(Nc3ccccc3)s2)c(N)n(Cc2ccccc2)c1=O	-1	0%	7%	6%	-5%	-20%	-14%	1%	-13%	3%	-26%
Cn1c(=O)c2ncn(CC(=O)O)c2n(C)c1=O	2	-2%	0%	0%	0%	11%	-8%	3%	-9%	-3%	0%
COc1cc(/C=C/C(=O)Nc2ccc3nc4n(c(=O)c3c2)CCCC4)cc(OC)c1OC	-3	-9%	-4%	-11%	-7%	-37%	-12%	-3%	4.6µM*	-6%	-9%
O=C(CCCN1CCOC(c2ccccc2)C1)c1ccc(F)cc1 (centres undefined)	28	6%	.	-2%	0%	7%	3%	-3%	0%	-11%	13%
O=S(=O)(c1ccc(Cl)s1)N1CCN(Cc2ccccc2)CC1	16	5%	-9%	-1%	-7%	-30%	.	-1%	-9%	7%	-11%[0.365 µM]
O=C(CCSCc1ccccc1Cl)NC1CCCCC1	?	?	8%	-1%	1%	105%	-8%	3%	19%	6%	27%
CCN(CC(=O)NCc1ccc(F)cc1)C(=O)/C=C/c1ccc(OC)c(S(=O)(=O)NC(C)C)c1	-2	-4%	3%	-24%	-20%	-38%	1%	-1%	-6%	?	11%
Cc1ccc(NC(=O)NC2(C(=O)NCc3ccco3)CCCCC2)cc1	-1	1%	-2%	-2%	0%	2%	3%	-1%	-4%	-1%	-7%
Cc1ccc(NC(=O)C2CCN(C(=O)c3ccccc3C)CC2)cc1	-4	4%	0%	0%	-5%	-17%	-10%	0%	-17%	-4%	33%
CCN(CCn1cccn1)C(=O)CC1C(=O)NCCN1Cc1ccc(OC)c(OC)c1 (centres undefined)	1	-2%	1%	-4%	0%	0%	4%	3%	7%	1%	-15%
C=CCNC(=S)N/N=C(\C)c1ccc(-n2ccnc2)cc1	-1	-1%	-4%	-1%	-3%	-25%	7.1µM*	-3%	-10%	.	3.2µM*
CCOC(=O)c1[nH]nc2c1C(=O)N(Cc1ccccc1)C2=O	1	-3%	21%	-3%	-1%	-23%	-7%	1%	-16%	-4%	22%
COCCNC(=O)C(c1ccc(C)o1)N(C(=O)C(=O)NC1CCCCC1)c1ccc(F)cc1 (centres undefined)	-6	-1%	-6%	-3%	2%	3%	?	-5%	?	0%	-2%
CCOC(=O)c1c(NC(=O)CN2CCN(C(=O)c3ccco3)CC2)sc2c1CCCC2	10	-2%	-21%	-7%	-4%	-3%	?	-13%	21µM*	-9%	?
CCN(CC)S(=O)(=O)c1cc(-c2nnc(-c3ccc(Br)cc3)o2)ccc1Cl	12	-11%	-2%	-3%	-6%	-15%	-1%	-2%	-26%	-26%	?
